Screens as filed in PubChem BioAssay.
FBW7 activator: human FBW7 E3 ligase activation, primary screen. AlphaScreen FBW7–phospho-cyclin E peptide binding, activator screen. Q969H0. normalized activity (activation), % at 26.1 µM. 0.13% of 650,000 active; in the data active = normalized activity above about 1.9%;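 also: purified mutant Fbw7 with reduced substrate affinity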
TEAD-YAP inh: TEAD-YAP interaction inhibition; HEK-TIYL cells, TEAD-Gal4/YAP UAS-luciferase luminescence; inhibition, % at 9.12 µM; 1.4% of 640,000 active; AID 1259422; in the data active = inhibition above about 32%;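 also: 0% = median of test compound wells and 100% = reference inhibitor wells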
GPR151 ag: activates the human receptor GPR151; Q8TDV0; PathHunter beta-arrestin GPR151 cells, luminescence; activation, % at 11.2 µM; 1% of 650,000 active; in the data active = activation above about 4.9%;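 also: 0% = median of compound wells and 100% = cells with positive control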
Target sequence (Q8TDV0 whole entry, looked up): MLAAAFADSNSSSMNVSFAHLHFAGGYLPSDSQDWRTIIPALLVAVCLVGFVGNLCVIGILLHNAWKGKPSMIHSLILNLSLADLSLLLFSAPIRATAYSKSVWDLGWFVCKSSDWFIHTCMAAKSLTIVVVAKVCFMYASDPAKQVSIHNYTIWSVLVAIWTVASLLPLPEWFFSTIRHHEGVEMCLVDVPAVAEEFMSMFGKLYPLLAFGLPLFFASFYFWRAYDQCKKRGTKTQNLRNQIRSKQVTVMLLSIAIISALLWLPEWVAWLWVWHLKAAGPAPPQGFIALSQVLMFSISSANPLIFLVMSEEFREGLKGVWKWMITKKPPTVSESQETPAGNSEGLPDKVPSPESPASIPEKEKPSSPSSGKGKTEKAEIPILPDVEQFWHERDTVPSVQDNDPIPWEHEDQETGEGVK
MITF primary: human MITF inhibition, primary screen | O75030 | AlphaScreen MITF homodimerization, bead proximity signal | inhibition, % at 2.6 µM | 0.91% of 650,000 active; in the data active = inhibition above about 50%;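 also: 0% = vehicle wells with protein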
Target sequence (O75030 whole entry, looked up): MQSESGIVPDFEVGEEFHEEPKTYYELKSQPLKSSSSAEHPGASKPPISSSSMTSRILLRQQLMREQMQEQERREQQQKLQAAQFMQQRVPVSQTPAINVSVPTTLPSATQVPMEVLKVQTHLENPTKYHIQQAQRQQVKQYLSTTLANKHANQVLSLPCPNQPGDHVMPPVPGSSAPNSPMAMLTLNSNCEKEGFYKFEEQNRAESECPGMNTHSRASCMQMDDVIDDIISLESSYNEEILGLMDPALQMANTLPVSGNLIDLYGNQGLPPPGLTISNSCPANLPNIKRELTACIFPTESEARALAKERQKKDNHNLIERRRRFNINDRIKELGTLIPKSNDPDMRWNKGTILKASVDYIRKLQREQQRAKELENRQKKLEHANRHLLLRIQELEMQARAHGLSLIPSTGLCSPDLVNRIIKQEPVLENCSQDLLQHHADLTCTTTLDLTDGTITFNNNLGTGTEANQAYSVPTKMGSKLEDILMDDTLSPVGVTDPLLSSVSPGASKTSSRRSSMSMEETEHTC
Numbers without * were called inactive; & = joins results of further samples.

# | Structure | FBW7 activator | TEAD-YAP inh | GPR151 ag | MITF primary
1 | COc1ccc(N=Cc2c(O)n(-c3cccc(C)c3)c(=O)[nH]c2=O)cc1 | 0.0 | 3.1 | -0.3 | 6.0
2 | C=CCn1cnc2sc(C)c(-c3ccc(Cl)cc3)c2c1=O | -0.1 | 0.8 | 1.2 | 6.7
3 | CCOc1ccc2nc(NC(=O)c3ccncc3)sc2c1 | 0.0 | -33.3 | -5.1 | 0.5
4 | CCOC(=O)Cc1cn2ccc3ccccc3c2n1 | 0.1 | -31.4 | -2.4 | -9.7
5 | CN(NC(=O)CN1C(=O)c2ccccc2C1=O)C1=NS(=O)(=O)c2ccccc21 | 0.0 | -0.2 | 1.2 | 1.3
6 | COc1cccc(C(=O)N2CCN3C(=O)[C@H](Cc4c[nH]c5ccccc45)NC(=O)[C@H]3C2)c1 | 0.0 | -0.4 | -1.0 | 8.4
7 | Cc1ccc(C(=O)Nc2ccccc2C(N)=O)c(C)c1 | 0.1 | -12.7 | -0.4 | 13.5
8 | CCOC(=O)c1nn(-c2ccccc2)c(=O)c2c(NC(=O)c3ccccc3OC)scc12 | 0.7 | 4.5 | 0.0 | -6.5
9 | CCC(=O)N1CCC(N(C2CC2)S(=O)(=O)c2ccc(Cl)cc2)CC1 | 0.4 | 3.9 | -2.1 | 5.0
10 | CCOC(=O)c1c(NC(=O)C(C)Sc2nnc(CNC(=O)c3ccccc3F)n2-c2ccc(F)cc2)sc2c1CCC2 (configuration not stated) | 0.0 | 10.5 | -0.5 | 7.8
11 | COc1ccccc1CN[C@H]1C[C@H]2C(=O)N3CCC[C@H]3C(=O)N2C1 | -0.4 | -0.5 | -0.5 | 5.0
12 | CC(C)Nc1ccc(C(=O)OC(C)C(=O)NC2CCCC2)cn1 (configuration not stated) | -0.1 | 1.9 | 0.0 | 5.1
13 | O=C(c1ccccc1)c1ccc(N2CCNCC2)cc1 | 0.2 | -28.6 | -0.8 | -22.4
14 | Cc1ccc(S(=O)(=O)NNC(=O)COc2ccccc2)cc1 | 0.8 | 16.2 | 2.5 | 19.4
15 | Oc1c(C(c2ccco2)N2CCN(c3ccccc3F)CC2)sc2ncnn12 (configuration not stated) | 0.5 | 5.7 | 1.2 | 14.6
16 | O=C(Nc1nc2c(F)c(F)c(F)cc2s1)c1ccc(S(=O)(=O)N2CCCC2)cc1 | 0.1 | -4.3 | 0.2 | 4.5
17 | CC(NC(=O)Cn1cccc1)c1ccccc1 (configuration not stated) | 0.1 | 5.5 | 0.5 | 4.6
18 | C=CCn1c(C2CC(=O)N(c3cc(Cl)ccc3C)C2)nc2ccccc21 (configuration not stated) | -0.2 | 11.4 | -0.1 | -0.4
19 | COc1cc(C2N3CC4(C)CN2CC(C)(C3)C4=O)ccc1O (configuration not stated) | 0.0 | 0.4 | -0.3 | 7.9
20 | Cc1ccc(CNC(=O)c2cnn3c(C(F)(F)F)cc(-c4ccco4)nc23)cc1 | 0.0 | 2.1 | -1.2 | -8.6
21 | O=C(c1ccccc1)N1CCN(Cc2cccc([N+](=O)[O-])c2)CC1 | 0.0 | 9.7 | -0.9 | 50.4
22 | CC1(C)CC(=O)C(C(c2cccc([N+](=O)[O-])c2)C2C(=O)CC(C)(C)CC2=O)C(=O)C1 | 0.1 | 5.0 | 2.5 | 19.7
23 | CCC(C)NC(=O)C1CCCN(S(=O)(=O)c2c(C)nn(C)c2C)C1 (configuration not stated) | -0.1 | 6.3 | 0.9 | -5.6
24 | COc1ccc(-c2noc(CN3CCN(Cc4cccs4)CC3)n2)c(OC)c1OC | -0.2 | 4.4 | 0.9 | 5.1
25 | CCOC(=O)NC(CC(=O)O)c1ccc(OCC)cc1 (configuration not stated) | 0.8 | 5.0 | -0.1 | 12.9

Continuation.
# | Structure | FBW7 activator | TEAD-YAP inh | GPR151 ag | MITF primary
26 | COc1ccc(C(=O)NN2C(=S)N(c3ccc(OC)cc3)C(=O)C2CC(N)=O)cc1 (configuration not stated) | 0.2 | 11.5 | -0.8 | 10.1
27 | CCCCN(CC)C(=O)CSc1nc2ccccc2c(=O)n1CCC(=O)NC1CCCCC1 | 0.2 | 0.7 | 2.8 | 4.4
28 | O=C(CCSc1ccc(F)cc1)OCc1nnc(-c2ccc([N+](=O)[O-])cc2)o1 | -0.1 | 8.5 | 1.3 | -8.1
29 | NC(=O)c1ccccc1NC(=O)c1ccc(-c2ccccc2)cc1 | 0.0 | -17.7 | -0.6 | 0.5
30 | CC(C)(C)n1nnnc1C(c1ccccc1)N1CCN(c2ccc(F)cc2)CC1 (configuration not stated) | -0.1 | -2.2 | 0.2 | -5.0
31 | O=S(=O)(Nc1ccc(O)c2ccccc12)c1ccc(F)cc1 | -0.2 | 16.9 | -1.8 | 2.3
32 | O=C(NC(=S)Nc1ccc(-c2nc3ncccc3o2)cc1)c1cccc(F)c1 | 0.0 | -1.1 | -0.1 | 5.5
33 | CN(CC(=O)Nc1ccc2c(c1)OCO2)S(=O)(=O)c1ccc2c(c1)CCC(=O)N2 | -0.1 | -1.6 | 0.7 | -11.5
34 | CC1CN(C(=O)C(C)N2CCN(c3ccccc3Cl)CC2)CC(C)O1 (configuration not stated) | 0.2 | 7.0 | -0.6 | -7.2
35 | CC1=NN(C(=O)c2ccccc2)C(O)(c2ccncc2)C1 (configuration not stated) | -0.3 | -6.0 | -0.2 | -6.7
36 | CCOC(=O)c1c(NC(=O)COc2ccc(Br)c(C)c2)sc2c1CCC2 | -0.1 | 3.8 | -0.6 | 9.0
37 | CCOC(=O)c1sc(=S)n(-c2ccc(Cl)c(Cl)c2)c1N | 0.0 | 7.3 | 2.0 | -3.9
38 | O=C1C(=O)N(c2cccnc2)C(c2ccc3c(c2)OCO3)/C1=C(/O)c1ccc(Cl)cc1 (configuration not stated) | -0.3 | -29.0 | 1.0 | -3.7
39 | COc1c2c(cc3occ(-c4ccc5c(c4)OCO5)c(=O)c13)OC(C)(C)C=C2 | 0.2 | -2.9 | 2.5 | -5.4
40 | O=C(Cn1c(CO)cnc1SCC(=O)N1CCCc2ccccc21)NCc1ccc(Cl)cc1 | -0.1 | 5.7 | 0.2 | 2.1
41 | C=CCSC1=C(C#N)C(c2ccccc2OC)CC(=O)N1 (configuration not stated) | -0.1 | 8.4 | 0.1 | 9.7
42 | Cc1ccc(S(=O)(=O)C=C(c2ccccc2)c2ccccc2)cc1 | 0.0 | -4.4 | -0.2 | -5.3
43 | O=C1c2ccccc2C(=O)N1CCc1cn2c(n1)SCC2 | -0.1 | -13.7 | -0.4 | -1.7
44 | Cc1cc(C)c2[nH]c(=O)c(CN(C(=O)c3cnccn3)C3CCCC3)cc2c1 | 0.5 | 8.5 | -0.7 | 4.6
45 | CCOc1ccc(C(=O)N2CCCC(c3[nH]ncc3-c3cc(C)no3)C2)o1 (configuration not stated) | -0.1 | 5.8 | 0.2 | -7.9
46 | COC(=O)c1ccsc1NC(=O)c1nc2ccccc2s1 | 0.1 | -2.4 | 2.1 | 0.7
47 | COC(=O)c1c(C)oc2ccc(NS(=O)(=O)c3ccc(C)cc3)cc12 | 0.0 | 56.2* | 0.8 | -0.6
48 | Fc1cccc(F)c1CN1CCN(Cc2ccc3c(c2)OCO3)CC1 | -0.2 | 3.0 | 0.0 | 59.2*
49 | COc1ccc(C(=O)NC2CCN(C)CC2)cc1 | 0.2 | 2.7 | -0.3 | 2.7
50 | Cc1cc(=O)oc2cc(OCC(=O)OCC(=O)c3ccc(Br)cc3)ccc12 | 0.3 | 6.2 | 1.4 | 10.1

Next part
# | Structure | FBW7 activator | TEAD-YAP inh | GPR151 ag | MITF primary
51 | O=C(O)c1nn(-c2ccccc2)nc1-c1nn(-c2ccccc2)nc1C(=O)O | -0.3 | 1.2 | -0.2 | 10.3
52 | COc1ccc2c(c1OC)C(=O)OC2Nc1ccc(F)c([N+](=O)[O-])c1 (configuration not stated) | 0.1 | 9.9 | 0.9 | 0.1
53 | CC(C)CC(NC(=O)CN(C)C)c1nnc2n1CCN(C(=O)/C=C/c1cccs1)CC2 (configuration not stated) | 0.0 | 1.8 | 1.1 | 13.0
54 | COc1cc(/C=N/NC(=O)C(=O)Nc2ccc(F)cc2)ccc1O | -0.1 | 5.1 | -1.0 | -1.3
55 | COc1ccc2ccccc2c1/C=C1\N=C(c2cccc(C)c2)OC1=O | 0.1 | 3.4 | 0.9 | 8.7
56 | O=S(=O)(NCCc1csc(-c2ccccc2)n1)c1cccc(F)c1 | -0.1 | 2.6 | 0.0 | 5.6
57 | O=C1CC(c2nnc(Cc3ccc(F)cc3Cl)o2)CN1c1ccccc1 (configuration not stated) | -0.2 | 1.2 | -0.2 | -7.4
58 | CCOC(=O)C1CCCN(C(=O)c2sc3nc(-c4ccccc4)cn3c2C)C1 (configuration not stated) | 0.1 | 1.4 | -0.1 | 6.9
59 | CO/N=C(/C(=N/OC)c1ccccc1)c1ccccc1 | -0.1 | -6.0 | 1.5 | 11.4
60 | Cc1c([N+](=O)[O-])cc(S(=O)(=O)Nc2ccncc2)cc1[N+](=O)[O-] | 0.0 | 1.6 | 1.2 | -0.5
61 | O=C1c2ccccc2NC(c2cccc(O)c2)N1c1ccc(Cl)cc1 (configuration not stated) | 0.1 | -59.2 | -0.9 | 13.1
62 | O=C(N[C@H]1C[C@H]2C(=O)N3CCC[C@@H]3C(=O)N2C1)c1ccc(Br)cc1 | 0.1 | -9.5 | -0.6 | -2.6
63 | COc1ccc(Br)cc1C(=O)Nc1cc(Cl)ccc1C(=O)O | 0.0 | -9.8 | 8.4* | -16.0
64 | CC(=O)Nc1cc(OC(=O)c2ccco2)cc(OC(=O)c2ccco2)c1 | 0.0 | -1.2 | -0.2 | 15.7
65 | CCOC(=O)C1CCN(c2nc(-c3ccncc3)nc3cnccc23)CC1 | -0.2 | 32.8* | 3.8 | -3.9
66 | CCOC(=O)c1c(C)n(CCc2ccccc2)c2c1cc(O)c1ccccc12 | -0.1 | -3.5 | -0.2 | 6.1
67 | CC(=O)Oc1cccc(C(=O)Nc2cc(Br)c(O)c(Br)c2)c1 | 0.9 | 4.1 | -2.1 | 12.3
68 | CCOc1c(Br)cc(C2C(C(=O)OC)=CN(C3CC3)C=C2C(=O)OC)cc1OC | 0.8 | -3.0 | 0.0 | 10.8
69 | CCCc1cc(=O)n2[nH]c(-c3ccccc3)cc2n1 | 0.1 | -26.9 | -1.8 | 5.6
70 | COc1ccc(C(c2nnnn2C(C)C)N2CCN(c3ccccc3OC)CC2)cc1 (configuration not stated) | 0.1 | -5.2 | -0.6 | 3.4
71 | Cc1nc2cccc(C)n2c(=O)c1NC(=O)C(c1ccccc1)c1ccccc1 | -0.1 | 4.8 | -0.7 | -3.5
72 | Cc1ccc(Nc2cc(Oc3ccc(C(C)(C)C)cc3)c3noc4c3c2C(=O)c2ccccc2-4)c(C)c1 | 0.1 | -11.3 | -0.6 | 0.2
73 | C/C(O)=C(/C#N)c1nnc2n1CCCCC2 | -0.1&-0.2 | -10.4&-4.8 | 1.8&0.0 | -3.9&8.5
74 | Cc1csc(NC(=O)CSc2nc(-c3ccccc3)cs2)n1 | -0.2 | 0.3 | -5.3 | -0.6
75 | COc1ccc2c(=O)cc(-c3ccc4c(c3)OCCCCO4)oc2c1 | -0.1 | -24.7 | -0.5 | -3.5

(list continues)
# | Structure | FBW7 activator | TEAD-YAP inh | GPR151 ag | MITF primary
76 | COc1cc(NC(=O)C2COc3ccccc3O2)ccc1-c1ccncc1 (configuration not stated) | 0.1 | -9.4 | 2.2 | 18.9
77 | O=C(CCc1nnc(CCc2c[nH]c3ccccc23)o1)NCCc1ccco1 | -0.1 | -21.9 | 1.7 | 6.0
78 | COc1ccc(C2C(C#N)=C(N)Oc3n[nH]c(-c4ccc5c(c4)OCO5)c32)cc1 (configuration not stated) | -0.1 | 3.0 | 0.9 | 4.9
79 | CSc1ccc(/C=C2/N=C(c3cccc([N+](=O)[O-])c3C)OC2=O)cc1 | -0.1 | -17.1 | -0.7 | 2.2

Reprinted, entries 67–79
# | Structure | FBW7 activator | TEAD-YAP inh | GPR151 ag | MITF primary
67 | CC(=O)Oc1cccc(C(=O)Nc2cc(Br)c(O)c(Br)c2)c1 | 0.9 | 4.1 | -2.1 | 12.3
68 | CCOc1c(Br)cc(C2C(C(=O)OC)=CN(C3CC3)C=C2C(=O)OC)cc1OC | 0.8 | -3.0 | 0.0 | 10.8
69 | CCCc1cc(=O)n2[nH]c(-c3ccccc3)cc2n1 | 0.1 | -26.9 | -1.8 | 5.6
70 | COc1ccc(C(c2nnnn2C(C)C)N2CCN(c3ccccc3OC)CC2)cc1 (configuration not stated) | 0.1 | -5.2 | -0.6 | 3.4
71 | Cc1nc2cccc(C)n2c(=O)c1NC(=O)C(c1ccccc1)c1ccccc1 | -0.1 | 4.8 | -0.7 | -3.5
72 | Cc1ccc(Nc2cc(Oc3ccc(C(C)(C)C)cc3)c3noc4c3c2C(=O)c2ccccc2-4)c(C)c1 | 0.1 | -11.3 | -0.6 | 0.2
73 | C/C(O)=C(/C#N)c1nnc2n1CCCCC2 | -0.1&-0.2 | -10.4&-4.8 | 1.8&0.0 | -3.9&8.5
74 | Cc1csc(NC(=O)CSc2nc(-c3ccccc3)cs2)n1 | -0.2 | 0.3 | -5.3 | -0.6
75 | COc1ccc2c(=O)cc(-c3ccc4c(c3)OCCCCO4)oc2c1 | -0.1 | -24.7 | -0.5 | -3.5
76 | COc1cc(NC(=O)C2COc3ccccc3O2)ccc1-c1ccncc1 (configuration not stated) | 0.1 | -9.4 | 2.2 | 18.9
77 | O=C(CCc1nnc(CCc2c[nH]c3ccccc23)o1)NCCc1ccco1 | -0.1 | -21.9 | 1.7 | 6.0
78 | COc1ccc(C2C(C#N)=C(N)Oc3n[nH]c(-c4ccc5c(c4)OCO5)c32)cc1 (configuration not stated) | -0.1 | 3.0 | 0.9 | 4.9
79 | CSc1ccc(/C=C2/N=C(c3cccc([N+](=O)[O-])c3C)OC2=O)cc1 | -0.1 | -17.1 | -0.7 | 2.2
